CXXC DNA block: qHTS Fluorescence Polarization Assay for Inhibitors of MLL CXXC domain - DNA interaction | hit rate 0.037% among 290,000 | Potency, µM (titrated, usually from 115 µM), without a hit: at the top dose activity change, negative = inhibition, hits mostly inhibitors | MLL-CXXC / FITC-HOXA9 DNA fluorescence polarization | AID 2662, 2010; active = well fitted inhibition curve with a large enough effect in the polarisation, with a control signal flat, not every such curve was filed as active; inconclusive = small, poorly fitted or top-dose-only effect, or effect the other way, or a change in a side signal; inactive = no such curve, though single readings can be large or run the other way; the % refers to the polarisation; also: potency is read from the fitted curve at half-maximal effect
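Purified MLL-CXXC (added from a 7 uM solution) was preincubated 5 min at ambient with pinned compounds in 50 mM Tris-HCl pH 7.5, 50 mM NaCl, 1 mM DTT, 0.05% BSA. Fluorescein-labeled HOX-A9 DNA (50 nM solution) followed, 30 min, then polarization read.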
PTAP TSG101 blk: qHTS Assay for Iinhibitors of HIV-1 Budding by Blocking the Interaction of PTAP/TSG101; AID 493005, 2010; Fluorescence polarization, FITC-PTAP peptide / Tsg101 binding; Tumor susceptibility gene 101 protein (Homo sapiens), Q99816; 340,000 tested, under 10 active; Potency, µM (doses to about 115 µM), for inactives: top-dose activity change, negative = inhibition, usual class: inhibitors; active = well fitted inhibition curve with a large enough effect in the main read-out, with a control signal flat, not every such curve was filed as active; inconclusive = small, poorly fitted or top-dose-only effect, or effect the other way, or a change in a side signal; inactive = no such curve, though single readings can be large or run the other way; also: potency is read from the fitted curve at half-maximal effect; % of control where 0% means no effect
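Fluorescence polarization binding of Tsg101 binding domain (10 uM final) to FITC-labeled PTAP peptide (50 nM final) in HEPES pH 7.5 buffer with NaCl, Tween 20, EDTA, TCEP. Compounds added before peptide; binding 20 min at RT.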
TRPV1 ag: HTS Assay for Compounds that Act as Agonists of the Vanilloid Receptor 1. Transient receptor potential cation channel subfamily V member 1 (Homo sapiens), Q8NER1. TRPV1-expressing cells, Fluo-8 calcium influx, agonist mode. activation, % at 8.33 µM. hit rate 0.19% among 320,000; in the data active = activation above about 80%; inconclusive = between about 30% and that limit; also: 0% is about no effect
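Fluo-8 calcium influx in TRPV1-expressing cells, kinetic read (ex 480/em 520 nm). Compound added and read 3 min for agonist activity, followed by capsaicin at EC20 final and 2 min further read for enhancement.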
p53 reactivator: qHTS assay for re-activators of p53 using a Luc reporter. H1299 p53-A138V BP100-luciferase reporter, luminescence, 24 h. Potency, µM (doses to about 92.2 µM), without a hit: at the highest dose activity change, positive = activation, usual class: activators. hit rate 0.063% among 320,000. AID 504706, 2011; also: potency is read from the fitted curve at half-maximal effect; % of control where 0% means no effect; nearly all actives have a fitted effect of over 45% in size
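p53-null H1299 cells stably carrying temperature-sensitive p53-A138V and a BP100-luciferase reporter were pinned with compounds (4-point, 1:5 series) and held 24 hrs at 37 deg C. Luminescence was read 10 min after detection reagent.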
ELG1 DNA repair: qHTS screen for small molecules that inhibit ELG1-dependent DNA repair in human embryonic kidney (HEK293T) cells expressing luciferase-tagged ELG1; HEK293T ELG1-luciferase reporter, luminescence, 16 h; DNA damage induced by 5-fluorouridine; Potency, µM (titrated, usually from 46.1 µM), for the others: at the top dose activity change, negative = inhibition, actives largely listed as inhibitors; hit rate 2.3% among 330,000; also: potency is read from the fitted curve at half-maximal effect; % is scaled to controls: 0 for no effect and ±100 for the full control effect; nearly all actives have a fitted effect of over 55% in size
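DMSO vehicle served as the neutral condition. Each well held 2,000 cells given 5-fluorouridine plus compound; after 16 hr at 37 °C/5% CO2, ONE-Glo was added and luciferase measured 30 min later.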
B2AR arrestin: qHTS assay of beta-arrestin-biased ligands of beta2-adrenergic receptor; Beta-2 adrenergic receptor (Homo sapiens), P07550; beta-arrestin recruitment to beta2AR, cell-based reporter; Potency, µM (titrated, usually from 46.1 µM), without a hit: at the top dose activation, usual class: activators; hit rate 0.02% among 330,000; AID 492947, 2010;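 also: potency is read from the fitted curve at half-maximal effect; 0% = DMSO controls and full agonism = EC100 isoproterenol or metaproterenol; nearly all actives have a fitted effect of over 65% in size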
TCR activator: Activators of T cell receptors: qHTS campaign. Potency, µM (titrated, usually from 9.22 µM), for the others: top-dose activation of IL-2 secretion, most hits filed as activators. 330,000 tested, under 10 active. primary human leukocytes, anti-CD3, IL-2 HTRF, 48 h. AID 504894, 2011; also: % of control where 0% means no effect
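48 hr co-incubation of compounds, a-CD3 beads and primary human leukocytes; IL-2 quantified homogeneously by HTRF with anti-IL-2 K and d2 conjugates.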
AT treatment: qHTS Assay for Identifying a Potential Treatment of Ataxia-Telangiectasia | […] A-T fibroblasts, KAP-1 phosphorylation AlphaLISA; neocarzinostatin DNA damage 30 min before lysis | Potency, µM (highest dose often 57.5 µM), inactives show at the highest dose activation, actives largely listed as activators | hit rate 0.19% among 320,000; also: potency is read from the fitted curve at half-maximal effect; % of control where 0% means no effect; nearly all actives have a fitted effect of over 45% in size
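ATM-like activity read as KAP-1 phosphorylation via AlphaLISA donor/acceptor antibody pairs after lysis and 6 hr at 25C. Cells were ATM-null patient fibroblasts ([…], hTERT), dosed 60 min, then exposed to the DSB inducer NCS for 30 min.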
a7 integrin act: qHTS for Activators of Integrin-Mediated Alleviation for Muscular Dystrophy | Potency, µM (doses to about 38.3 µM), without a hit: at the highest dose activation, hits mostly activators | hit rate 0.064% among 350,000 | AID 624291, 2012 | alpha7betagal myoblasts, beta-gal FDG fluorescence, 48 h;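 also: potency is read from the fitted curve at half-maximal effect; 100% = response of the positive control SU9516; nearly all actives have a fitted effect of over 60% in size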
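alpha7betagal+/- myoblasts (passage 13, 250/well) treated 48 h at 37C with compounds at 1:260 dilution of DMSO stock. Lysed, then beta-galactosidase activity read as FDG fluorescence (ex 480/em 540) after 30 min, with pre-read for autofluorescence.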
BRCA1 expr act: qHTS Assay to Identify Small Molecule Activators of BRCA1 Expression; MCF7-BRCA1-FFLuc reporter, luminescence, 48 h; response scale: scaled: vehicle 0%, 10 µM genistein 100%; Potency, µM (doses to about 46.1 µM), without a hit: at the top dose activation, hits mostly activators; hit rate 1.1% among 380,000; also: potency is read from the fitted curve at half-maximal effect; nearly all actives have a fitted effect of over 80% in size; some results filed as inactive show a strong effect at the top dose
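Luminescence from a BRCA1-driven firefly luciferase in MCF7 cells was read after 48 h compound exposure at 37 C. Data normalized against DMSO and a 10microM genistein activation control, then curve-fitted across the titration.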
* = called active by the depositor; ? = inconclusive; . = not tested or not shown; [ ] = remark or other dose. Unless noted, calls follow the shape of the dose curve; as a rule, active = well fitted curve in the direction sought with a large enough effect; inconclusive = small, poorly fitted or top-dose-only effect, or another doubt; inactive = no such curve, though single readings can be large; an effect the other way counts as inactive or inconclusive. No enrichment for hits; 3.8% or so of the library scored in one or more.

| # | canonical_smiles | CXXC DNA block | PTAP TSG101 blk | TRPV1 ag | p53 reactivator | ELG1 DNA repair | B2AR arrestin | TCR activator | AT treatment | a7 integrin act | BRCA1 expr act |
| --- | --- | --- | --- | --- | --- | --- | --- | --- | --- | --- | --- |
| 1 | COCCNCc1nc2sc(C)c(-c3ccccc3)c2c(=O)[nH]1 | -29% | 1% | 0 | -1% | -6% | -0.1% | -2% | 10% | 0% | -8% |
| 2 | O=C(O)c1cc(=O)[nH]c2ccc(S(=O)(=O)Nc3ccc(F)cc3)cc12 | -6% | 0% | 10 | 9% | 15% | 0.0% | -11% | 24% | -16% | -17% |
| 3 | CCNC(=O)CSc1nnc(-c2ccccc2)n1-c1ccc(OCC)cc1 | 5% | . | 5 | -1% | -3% | -0.5% | . | -2% | -22% | 0% |
| 4 | COC(=O)c1ccc(Cn2cnc3ccccc3c2=O)cc1 | -2% | -1% | -6 | -3% | 11% | 0.0% | 5% | -3% | 16% | 2% |
| 5 | O=C(CSc1ncn[nH]1)c1ccco1 | -2% | -4% | 3 | -6% | -3% | -0.3% | 0%[46.1 µM] | 2% | -6% | 8% |
| 6 | CCOC(=O)N1CCC(NC(=O)c2cccs2)CC1 | -11% | -1% | -5 | -6% | 14% | 11% | -20% | 7% | 21% | 0% |
| 7 | CC(NC(=O)CCCc1ccccc1)c1ccncc1 (stereo unspecified) | 3% | 0% | 16 | . | 3% | 0.3% | . | -5% | 27% | -5% |
| 8 | CC(=O)Oc1ccc2ccccc2c1C(NC(=O)Cc1ccccc1)c1ccccc1Cl (stereo unspecified) | 0% | -19% | 20 | -3% | ? | -0.8% | 13% | -13% | -27% | -65% |
| 9 | CCOC(=O)N1CCN(C(=O)C2CCN(S(=O)(=O)CC)CC2)CC1 | -9% | -5% | 0 | 2% | 0% | 0.3% | . | -4% | 0% | 15% |
| 10 | c1cncc(-c2nnc3sc(C4CCCCC4)nn23)c1 | -1% | -3% | 12 | -1% | -1% | -0.1% | 1% | 2% | 6% | -22% |
| 11 | COc1ccc(Br)cc1/C=N/NC(=O)CNC(=O)c1cccnc1 | 1% | 2% | 2 | -3% | -21% | -0.1% | 0% | -8% | -45%[inhibitor] | 0% |
| 12 | CCOC(=O)C1=C(C)NC(=O)NC1c1ccc2c(c1)OCO2 (stereo unspecified) | -1% | -3% | 0 | -2% | 19% | -0.4% | 3% | 4% | 13% | -1% |
| 13 | COc1cc2c3c(c1)C1(C(=O)N3C(C)(C)C=C2C)C(C#N)=C(N)Oc2cc(C)oc(=O)c21 (stereo unspecified) | 2% | -2% | -4 | -5% | 0% | 4.3% | 3% | 12% | 3% | -27% |
| 14 | COc1cc(CNC(=O)c2ccccc2NC(=O)C2=C(C)OCCS2)cc(OC)c1OC | 4% | 0% | -5 | 2% | ? | 0.1% | 2% | 8% | -22% | 0% |
| 15 | FC(F)(F)c1cccc(N2Cc3ccccc3C2)c1 | -2% | -7% | . | 8% | ? | -0.2% | -1% | 1% | -11% | 21% |
| 16 | O=C(c1n[nH]c2ccccc12)N1CCN(S(=O)(=O)c2ccc3ccccc3c2)CC1 | 21% | -5% | 10 | 1% | ? | 0.4% | 3% | -3% | 11% | -1%[1.84 µM] |
| 17 | Cc1ccsc1/C=C(/C#N)C(=O)NCc1ccccc1 | -13% | -1% | ? | ? | ? | -1.1% | 4% | 2% | 9% | 1% |
| 18 | O=C(CSc1nc(N2CCOCC2)nc(N2CCOCC2)n1)Nc1ccc([N+](=O)[O-])cc1 | 5% | 0% | 2 | -6% | 16µM* | 0.4% | -28% | -5% | 13% | -22% |
| 19 | C#CCNC(=O)C1=C[C@@H](c2coc3ccccc3c2=O)C[C@@H](OCc2ccc(CO)cc2)O1 | -21% | . | -2 | -1% | -5% | 0.2% | -3% | -8% | 21% | -8% |
| 20 | CCN(C(=O)/C=C/c1ccc(OC)cc1)C1CCCCC1 | 0% | -2% | 6 | . | ? | 2.1% | . | 2% | 6% | 77% |
| 21 | COc1ccc(-c2nn(-c3ccccc3)cc2/C=N/Nc2cccc(C(=O)O)c2)cc1 | -4% | -2% | 11 | 0% | ? | -0.6% | -6% | 1% | -18% | 60% |
| 22 | COC(=O)c1cnc(Oc2ccc(NC(=O)NC(=O)c3c(F)cccc3Cl)cc2)cc1C(F)(F)F | -8% | -1% | -1 | 0% | -3% | -0.3% | -1% | -13% | -22% | -27% |
| 23 | CC(C)(C)S(=O)(=O)N1C[C@@H]2C(=CC[C@H]3C(=O)N(c4ccccc4)C(=O)[C@@H]23)[C@@H]1CCO | . | 0% | . | . | . | . | -2% | . | -7% | 2% |
| 24 | COc1ccc(NC(=O)COC(=O)c2ccccc2SCC(=O)N2CCCC2)cc1 | . | -4% | -1 | 5% | ? | 0.2% | 0% | 1% | 16% | 41% |
| 25 | O=C(c1sc2ccccc2c1Cl)N(Cc1ccccc1Cl)C1CCS(=O)(=O)C1 (stereo unspecified) | -3% | -10% | ? | 8% | -23% | -0.3% | -3% | 18% | 42% | -17% |
| 26 | Cc1cccn2c(=O)c3cc(C(=O)N4CCCCC4C)sc3nc12 (stereo unspecified) | . | -7% | 9 | 1% | ? | -0.4% | 2% | 13% | 25% | -27% |
| 27 | N#CCC(=O)c1ccccc1Oc1ccc(Cl)cc1 | 0% | 2% | -1 | -3% | 1% | 0.4% | 3% | 2% | -19% | -8% |
| 28 | CC(=O)NC1C(=O)N=C(SCC(=O)NCc2ccccc2)NC1=O (stereo unspecified) | -5% | 0% | 0 | -10% | -2% | -0.1% | -1%[46.1 µM] | 9% | -25% | 4% |
| 29 | COc1cccc(C(=O)NCC(c2cccs2)N2CCOCC2)c1 (stereo unspecified) | . | 0% | -1 | 4% | 29% | 0.0% | -1% | 1% | 13% | 25% |
| 30 | COCCCNC(=O)CN1CCN(Cc2ccccc2Cl)C1=O | -3% | 2% | . | 5% | 7% | 3.0% | -3% | 40µM* | 2% | 0% |
| 31 | COc1ccc(O[C@H]2C=C[C@@H](c3ccccc3)O[C@@H]2CO/N=C(\C)CCC(=O)OC[C@H]2O[C@H](c3ccccc3)C=C[C@@H]2Oc2ccc(OC)cc2)cc1 | 12% | . | 10 | -3% | -1% | -0.2% | . | 8% | . | . |
| 32 | O=C(N[C@@H]1C[C@H]2CC[C@@H]1C2)c1ccco1 | -4% | -3% | 3 | 9% | 22% | 0.0% | 4% | -2% | 27% | 27% |
| 33 | O=C(CSc1nc2[nH]ncc2c(=O)n1-c1ccccc1)N1CCCCCC1 | -1% | . | 1 | 0% | 10% | 0.2% | . | 6% | . | . |
| 34 | CN(C)CCNC(=O)c1ccc(-c2nn(C)c(=O)c3ccccc23)cc1 | 0% | -3% | -3 | -2% | ? | 0.3% | -3% | 1% | 14% | -31% |
| 35 | Cc1ccc(C(=O)NCC(=O)NCc2cc(=O)n(C)c(=O)n2C)cc1C | 4% | -3% | 1 | -4% | ? | 0.4% | -1% | 4% | 25% | 16% |
| 36 | CCOc1cc(N2CCOCC2)c(OCC)cc1NC(=O)c1cc(C)nc2ccccc12 | -3% | -1% | -2 | -7% | ? | 0.3% | . | -2% | -10% | -20% |
| 37 | CCN(CC)CCNC(=O)c1ccc(NC(=O)c2cccc(S(=O)(=O)N(C)C3CCCCC3)c2)cc1 | . | -5% | . | . | . | . | -3% | . | -32% | -31% |
| 38 | Cc1cc(=O)[nH]c(/N=C(\N)Nc2ccc3c(c2)OCCO3)n1 | 8% | -4% | 0 | 0% | -7% | -0.4% | -3% | -4% | 14% | -20% |
| 39 | Cc1ccccc1CN(C)CC(=O)Nc1ccccc1-c1ccccc1 | 1% | -2% | ? | 4% | -5% | -0.9% | 1%[46.1 µM] | 4% | 34% | -29% |
| 40 | OC1(c2ccc(Br)cc2)CCNCC1 | 1% | -1% | -1 | 3% | -4% | 0.5% | . | 4% | -16%[7.66 µM] | 16% |
| 41 | CCCS(=O)(=O)NCc1ccc2c(c1)cc(C)n2C | -5% | 2% | -2 | ? | ? | -1.3% | -3%[46.1 µM] | -1% | 13% | 41% |
| 42 | CC(=O)N(O)CCCCCNC(=O)CCC(=O)N(O)CCCCCNC(=O)CCC(=O)N(O)CCCCCNC(=O)CCC(=O)O | . | -4% | . | -1% | 13% | -0.5% | 3%[46.1 µM] | 1%[11.5 µM] | -1% | 9% |
| 43 | Cc1c(C)n(-c2ccccc2)c2ncnc(NCCN(C)C)c12 | 11% | -1% | -1 | ? | -3% | 0.2% | -2% | 5% | 0% | 12% |

Assay outcomes (PubChem BioAssay)
